IL-2 act: qHTS of IL-2 Activators; 360,000 tested, 0.065% active; activation, % (series mostly up to about 46 µM); IL-2 activation reporter assay, cell-based qHTS; stimulated with anti-CD3/CD4/CD28 beads; in transgenic mouse T cells; in the data active = activation above about 50%; inconclusive = mostly about 30% to 49%; also: 0% is about no effect
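Readout: EGFP and DsRed signals by fluorescent plate cytometry. Unstimulated transgenic mouse T cells received compound 60 min before antibody-bead stimulation, then incubated 18 h at 37 degrees C.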
EPAC1 ag: qHTS for Agonist of cAMP-regulated guanine nucleotide exchange factor 3 (EPAC1): primary screen. EPAC1 agonist qHTS, biochemical assay; response scale: 100% = response to 6.5 mM cAMP. Potency, µM (highest dose often 154 µM), without a hit: at the highest dose activation, usual class: activators. 360,000 tested, 0.073% active; also: potency is read from the fitted curve at half-maximal effect; nearly all actives have a fitted effect of over 60% in size
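EPAC1 100 nM, Rap1B–BODIPY-GDP 250 nM, unlabeled GDP 50 uM; compound titration; 5 min RT; kinetic read ex480/em540 at 5-min intervals ×30 min; data normalized to 6.5 mM cAMP agonist control.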
EPAC1 antag: qHTS for Antagonist of cAMP-regulated guanine nucleotide exchange factor 3 (EPAC1): primary screen | Rap guanine nucleotide exchange factor 3 (Homo sapiens), O95398 | EPAC1 GEF assay, Rap1b-BODIPY-GDP exchange fluorescence | Potency, µM (highest dose often 115 µM), for the others: at the highest dose activity change, negative = inhibition, actives largely listed as inhibitors | 360,000 tested, 0.14% active | AID 720709, 2013;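 also: potency is read from the fitted curve at half-maximal effect; plate controls were vehicle for no effect and positive control for full effect; nearly all actives have a fitted effect of over 50% in size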
Abeta rescue: qHTS for compounds that reverse cellular toxicity of Amyloid beta (A-beta) peptide in yeast: Primary Screen; 410,000 tested, 0.063% active; AID 1347071, 2019; Potency, µM (highest dose often 46.1 µM), inactives show top-dose growth rescue, usual class: activators; yeast expressing A-beta42, growth rescue, OD600, 48 h; response scale: 0% DMSO, 100% iron-clioquinol control; also: potency is read from the fitted curve at half-maximal effect; nearly all actives have a fitted effect of over 55% in size
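Yeast A-beta toxicity model in growth medium with pinned compounds, 48 h at 30 C; growth read as absorbance at 600 nm. Normalized to FeCl3/clioquinol equimolar mix (positive) and DMSO (negative).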
PLK1 PBD inh: qHTS for Inhibitors of PLK1-PDB (polo-like kinase 1 - polo-box domain): Primary Screen. 360,000 tested, 2.8% active. Plk1 PBD binding of FITC phosphopeptide, fluorescence polarization. Serine/threonine-protein kinase PLK1 (Homo sapiens), P53350. Potency, µM, inactives show max response, negative = inhibition, usual class: inhibitors; also: potency is read from the fitted curve at half-maximal effect; series mostly up to about 57 µM; % is scaled to controls: 0 for no effect and ±100 for the full control effect; nearly all actives have a fitted effect of over 65% in size
WRN inhibitor: qHTS for Inhibitors of WRN Helicase | Bifunctional 3'-5' exonuclease/ATP-dependent helicase WRN (Homo sapiens), Q14191 | WRN helicase unwinding, fluorescent forked duplex, kinetic | Potency, µM (top dose mostly 114 µM), inactives show at the top dose activity change, negative = inhibition, actives largely listed as inhibitors | 360,000 tested, 0.46% active | AID 651768, 2012; also: potency is read from the fitted curve at half-maximal effect; % is scaled to controls: 0 for no effect and ±100 for the full control effect; nearly all actives have a fitted effect of over 55% in size
Target sequence (Q14191 whole entry, looked up): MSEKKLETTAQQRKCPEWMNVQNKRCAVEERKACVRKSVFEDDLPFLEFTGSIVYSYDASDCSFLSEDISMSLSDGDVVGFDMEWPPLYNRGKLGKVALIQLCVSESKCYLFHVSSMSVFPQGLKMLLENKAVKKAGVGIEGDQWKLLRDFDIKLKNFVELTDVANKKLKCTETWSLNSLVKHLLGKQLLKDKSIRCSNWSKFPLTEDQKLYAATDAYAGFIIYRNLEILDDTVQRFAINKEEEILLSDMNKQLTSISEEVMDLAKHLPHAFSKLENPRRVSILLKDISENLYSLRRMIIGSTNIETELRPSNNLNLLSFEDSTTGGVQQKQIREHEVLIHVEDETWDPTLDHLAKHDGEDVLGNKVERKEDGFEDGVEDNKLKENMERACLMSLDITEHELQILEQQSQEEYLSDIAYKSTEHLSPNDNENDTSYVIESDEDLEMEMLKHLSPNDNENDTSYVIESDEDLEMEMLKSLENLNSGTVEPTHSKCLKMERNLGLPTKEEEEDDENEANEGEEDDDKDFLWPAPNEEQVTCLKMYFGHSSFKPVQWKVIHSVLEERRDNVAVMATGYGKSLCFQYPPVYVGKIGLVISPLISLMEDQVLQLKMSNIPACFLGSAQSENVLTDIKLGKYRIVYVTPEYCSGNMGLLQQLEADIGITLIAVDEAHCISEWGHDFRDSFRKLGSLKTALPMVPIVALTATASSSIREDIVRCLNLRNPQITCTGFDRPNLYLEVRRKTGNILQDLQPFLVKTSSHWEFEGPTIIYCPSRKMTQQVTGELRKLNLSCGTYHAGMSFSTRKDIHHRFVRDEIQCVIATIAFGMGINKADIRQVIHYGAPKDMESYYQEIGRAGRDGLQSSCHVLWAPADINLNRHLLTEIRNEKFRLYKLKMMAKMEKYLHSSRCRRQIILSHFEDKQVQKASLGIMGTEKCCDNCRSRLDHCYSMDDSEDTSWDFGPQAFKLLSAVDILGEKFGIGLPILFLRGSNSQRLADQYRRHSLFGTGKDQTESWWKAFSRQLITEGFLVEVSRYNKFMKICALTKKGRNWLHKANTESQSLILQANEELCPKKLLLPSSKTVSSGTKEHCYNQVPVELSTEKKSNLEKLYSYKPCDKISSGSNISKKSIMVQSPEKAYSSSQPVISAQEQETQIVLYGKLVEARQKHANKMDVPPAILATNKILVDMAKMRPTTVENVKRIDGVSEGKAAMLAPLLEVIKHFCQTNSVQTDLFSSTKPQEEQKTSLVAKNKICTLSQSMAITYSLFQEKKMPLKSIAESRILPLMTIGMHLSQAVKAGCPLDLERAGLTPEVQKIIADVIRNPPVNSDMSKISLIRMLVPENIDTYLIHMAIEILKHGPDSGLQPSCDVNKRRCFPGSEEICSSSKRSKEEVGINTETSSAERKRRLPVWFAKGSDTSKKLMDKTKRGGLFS
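WRN at 20 nM final preincubated with compound 15 min at room temperature; reaction started with 100 nM fluorophore/quencher forked duplex oligonucleotide and 2 mM ATP final. Unwinding followed kinetically by red fluorescence (ex 525, em 598 nm).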
FUS yeast rescue: qHTS for Suppressors of FUS Proteinopathy: Primary screen using FUS-linked yeast assay; S. cerevisiae FUS-expressing, growth rescue, OD600, 24 h; Potency, µM (titrated, usually from 76.6 µM), inactives show at the top dose growth rescue (activation), hits mostly activators; 390,000 tested, 0.24% active;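 also: potency is read from the fitted curve at half-maximal effect; plate controls were DMSO vehicle for no effect and reference control for full effect; nearly all actives have a fitted effect of over 55% in size; some results filed as inactive show a strong effect at the top dose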
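FUS-expressing yeast, raffinose-pregrown, induced in 2% galactose minimal medium at OD 0.005; compounds in a dilution series, 24hr at 30C. Growth restoration read as absorbance at 600 nm. CP55940 positive control, DMSO negative.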
PI5P4Ka inh: qHTS for Inhibitors of phosphatidylinositol 5-phosphate 4-kinase (PI5P4K) | 330,000 tested, 1.2% active | max response, % | PI5P4Kalpha enzyme, ADP-Glo luminescence, 60 min; hits give low values; active = max response of -50% or lower; inconclusive = between -30% and -50%; inactive = -30% or higher; also: value at the top dose of about 77 µM; % is scaled to controls: 0 for no effect and ±100 for the full control effect
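Single end-point luminescence (ADP-Glo) quantified ADP from PI5P4Kalpha turnover; ATP 5 microM final, 1 h at RT, 0.1% CHAPS and 0.28 mM EGTA in HEPES pH 7.4.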
Starred values were filed as active, the others as inactive; ? = inconclusive; . = not tested or not shown; [ ] = remark or other dose. Unless noted, calls follow the shape of the dose curve; as a rule, active = well fitted curve in the direction sought with a large enough effect; inconclusive = small, poorly fitted or top-dose-only effect, or another doubt; inactive = no such curve, though single readings can be large; an effect the other way counts as inactive or inconclusive.

SMILES	IL-2 act	EPAC1 ag	EPAC1 antag	Abeta rescue	PLK1 PBD inh	WRN inhibitor	FUS yeast rescue	PI5P4Ka inh
COc1cc(OC)cc(-c2c(-c3ccc(C(C)=O)cc3)c3cc(-c4cccc5[nH]ccc45)ccc3n2C)c1	0.3	-0.7%	0.2%	8.1%	4.5%	-2.6%	17.0%	8.7
CC(=O)COc1cc2c(-c3cc4ccccc4o3)cc(=O)oc2cc1C	5.2	-9.1%	-20.1%	-7.0%	-10.6%	-5.1%	-1.0%	-20.5
c1ccc(CSc2ccc(-c3cccnc3)nn2)nc1	0.2	8.7%	-1.6%	-4.7%	-0.3%	-14.5%	-1.0%	10.3
OCCCNc1ncnc2c1[nH]c1ccccc12	-0.4	0.2%	-0.6%	-7.6%	-9.3%	-12.3%	13.0%	2.2
Cc1cc(Nc2ccc(F)c(Cl)c2)n2nc(C)nc2n1	0.7	-12.7%	-5.2%	-17.0%	0.4%	-2.9%	-16.7%	1.1
Cn1nc(C(F)(F)F)c2cc(C(=O)O)sc21	0.5	-8.4%	-1.9%	-2.6%	-16.7%	-0.5%[57.1 µM]	-13.3%	2.3
CCOc1ccc(S(=O)(=O)Nc2ncn[nH]2)cc1	-0.1	4.9%	7.7%	1.6%	-13.6%	7.2%	-6.9%	-1.7
COc1ccc(/C=C/C(=O)NC(=S)Nc2ccc(S(=O)(=O)Nc3nccnc3OC)cc2)cc1	2.2	-10.0%	-26.0%	-7.4%	?	?	13.8%	-22.7
COC(=O)c1ccc(/C=N/NC(=O)C2CC(=O)N(c3ccc(F)cc3)C2)cc1 (stereo not given)	-1.4	8.8%	12.2%	-5.2%	-6.1%	-1.0%	10.8%	3.7
CCOc1cc(C(=O)Nc2cc(F)ccc2C)ccc1OCC(=O)N1CCOCC1	-0.4	-8.5%	-5.7%	12.2%	2.0%	-9.5%	-4.8%	4.4
Cc1ccc(C(=O)Nn2cnnc2)cc1S(=O)(=O)N1CCOCC1	-3.2	-2.9%	7.9%	-9.0%	-14.7%	-10.9%	-6.7%	3.4
CCOC(=O)C1C(c2cccnc2)NC(=O)NC1(O)C(F)(F)F (stereo not given)	-1.3	5.9%	18.7%	-0.1%	2.0%	-0.9%	-2.3%	4.3
O=C(Nc1ccc2c(c1)OCO2)C(c1ccccc1)N1CCCCC1 (stereo not given)	-0.3	-3.8%	1.1%	11.5%	1.2%	6.2%	-8.5%	1.8
O=C(COC(=O)Cc1ccc(Br)cc1)NC12CC3CC(CC(C3)C1)C2	-0.3	0.7%	-2.2%	-26.0%	-27.7%	-12.8%	21.0%	8.1
COc1ccccc1CC(=O)N1CCOCC1	-0.2	8.1%	12.9%	-8.4%	-3.7%	0.6%	-15.4%	-2.3
COC(C[C@H](O)CC(=O)[C@@H](C)OCc1ccccc1)OC	-0.4	-24.6%	-27.4%	-6.5%	-6.3%	-7.5%	-30.3%	-1.6
CCc1nccn1CCC(=O)N1CCCC(N2CCN(c3ccccc3F)CC2)C1 (stereo not given)	-0.6	-7.1%	5.8%	9.5%	4.0%	-17.9%	.	0.0
CCOc1ccc(CCN2C(=O)C(=O)N([C@@H](Cc3ccccc3)CN3CCC[C@H]3CN3C(=O)C(=O)NC[C@@H]3Cc3ccccc3)C[C@@H]2Cc2ccc(O)cc2)cc1	-0.2	5.2%	?	-7.6%	-15.0%	1.7%	15.8µM*	-25.1
c1cnc(Sc2ccc3nnnn3n2)nc1	-0.4	-9.4%	2.9%	0.4%	2.9%	-7.4%	-2.3%	0.3
Cc1ccc(NC(=O)C2CCN(S(=O)(=O)c3ccccc3)CC2)cc1	-5.1	0.6%	?	-14.5%	-12.9%	-33.9%	20.3%	-12.2
O=C(N/N=C/c1ccccc1C(F)(F)F)c1ccc2nc[nH]c2c1	-2.2	-1.0%	-24.6%	0.1%	-8.9%	0.6%	18.8%	2.7
COc1ccc(/C=C/C(=O)C2CC2)cc1COc1c(C)cccc1C	-0.1	-2.4%	?	-11.6%	0.7%	1.0%	18.5%	17.3
O=C(CCN1C(=O)CSC1=O)Nc1ccc(Br)cc1	-0.7	0.1%	7.5%	15.5%	-4.6%	3.3%	26.9%	3.8
Cc1c(CNCCCc2ccccc2)c(C(=O)O)c(C)n1Cc1ccccc1	-2.0	9.3%	11.4%	20.4%	2.4%	-1.8%	-0.2%	-2.9
O=C(O)c1cc2ncc(CCO)cn2n1	-3.0	4.5%	7.9%	3.3%	-7.1%	1.7%	-28.4%	-9.3
O=C(Nc1nc(-c2ccccn2)cs1)C12CC3CC(CC(O)(C3)C1)C2	-0.6	-1.8%	-25.5%	-10.6%	?	-5.5%[57.1 µM]	3.2%	-7.1
Cc1cccc(NC(=O)Cn2cc(C=O)c3ccccc32)c1	-3.3	8.7%	-25.4%	12.8%	-17.5%	1.8%[57.1 µM]	27.4%	0.7
COc1ccc(C(=O)C2CCCN(Cc3cc(C)c(O)c(C)c3)C2)c(OC)c1 (stereo not given)	-0.5	4.4%	14.8%	12.3%	-14.5%	-27.5%	-3.5%	-5.4
CCOc1ccccc1NC(=O)COC(=O)C(CC)c1ccccc1 (stereo not given)	-1.4	5.5%	-14.2%	-0.7%	5.4%	2.0%	3.4%	4.1
O=C(NCCCn1ccnc1)Nc1ccc(Cl)c(Cl)c1	-0.1	-0.7%	14.0%	15.9%	-4.6%	3.2%	-4.4%	3.3
CC#C[C@@H](CC)c1ccc2ccn(C)c2c1	0.0	2.1%	10.5%	-2.9%	8.6%	-1.0%	-9.5%	-0.4
Cc1ccc(/C=N/NC(=S)NC2CCS(=O)(=O)C2)cc1 (stereo not given)	-1.1	-1.9%	11.8%	-6.8%	-0.7%	-2.5%	15.5%	.
O=C(NCCc1ccc(Cl)cc1)C1CCCN(S(=O)(=O)c2cnc[nH]2)C1 (stereo not given)	-2.4	-3.2%	-2.7%	13.5%	-0.7%	-5.2%	-21.1%	6.4
CC(C)(C)C1CCc2c(sc3ncn(N)c(=N)c23)C1 (stereo not given)	0.7	-0.1%	-16.0%	-33.5%[inhibitor]	-5.7%	0.3%	37.8%	3.2
Cc1cccc(NC(=O)C(=O)N/N=C/c2ccncc2)c1	-1.0	-3.7%	-10.5%	1.7%	-12.6%	-3.6%	6.8%	0.7
O=[N+]([O-])c1cc(Cl)cc(C2=NCCN2)c1	-0.7	-11.0%	-19.1%	?	-10.2%	-5.3%	-53.2%	.
COc1ccc(CNC(=O)Cn2ccc(N)nc2=O)cc1	0.1	-6.5%	-17.4%	-11.4%	-10.9%	6.1%	-23.6%	-4.9
COc1cc(/C=C2/C(=N)N3N=C(CC(=O)N4CCOCC4)SC3=NC2=O)ccc1OCc1ccccc1	-0.4	-2.9%	-4.5%	-0.3%	-9.5%	-1.6%	-0.8%	0.6
CCC(=O)N1CCc2cc(Br)cc(S(=O)(=O)N3CCCCC3CC)c21 (stereo not given)	0.1	-6.1%	1.4%	-4.4%	-10.4%	-3.7%	-15.7%	0.8
CNc1ccccc1NC(=O)CCn1c(=S)oc2ccccc21	-1.8	0.0%	-14.6%	10.2%	-15.3%	2.9%	5.2%	0.6

Entries of single compounds, quoted from the list. Values in the order: IL-2 act, EPAC1 ag, EPAC1 antag, Abeta rescue, PLK1 PBD inh, WRN inhibitor, FUS yeast rescue, PI5P4Ka inh
Cc1ccc(/C=N/NC(=S)NC2CCS(=O)(=O)C2)cc1 (stereo not given) in the list: -1.1, -1.9%, 11.8%, -6.8%, -0.7%, -2.5%, 15.5%, .
OCCCNc1ncnc2c1[nH]c1ccccc12 in the list: -0.4, 0.2%, -0.6%, -7.6%, -9.3%, -12.3%, 13.0%, 2.2

Following part
SMILES	IL-2 act	EPAC1 ag	EPAC1 antag	Abeta rescue	PLK1 PBD inh	WRN inhibitor	FUS yeast rescue	PI5P4Ka inh
Cc1oc(C(C)(C)C)cc1C(=O)NCc1ccc2c(c1)OCO2	0.3	-1.0%	2.3%	-2.7%	-5.2%	-3.0%	6.3%	0.4
COc1ccc(NS(=O)(=O)c2cccc(C(=O)NC3CCN(Cc4ccccc4)CC3)c2)cc1	-4.6	6.3%	-0.5%	7.0%	2.5%	3.4%	-8.6%	2.3
COc1ccc(CN2CCNC(=O)C2CC(=O)N(Cc2nccn2C)C(C)C)c(OC)c1 (stereo not given)	0.3	0.0%	4.8%	2.4%	-2.9%	7.9%	3.9%	0.3
COc1cc(OC)cc(-c2nnc(SCc3cccc(C(=O)O)c3)o2)c1	1.8	9.5%	5.0%	9.6%	-12.8%	-4.7%	26.8%	.
O=C(N=Nc1c(O)[nH]c2ccccc12)c1ccccc1NS(=O)(=O)c1cccs1	1.3	-4.0%	-15.2%	9.3%	-5.5%	-29.4%	16.4%	-20.8
COc1ccccc1NC(=S)NC(=O)C(C)(C)C	-2.6	-0.1%	3.4%	-13.2%	-11.8%	-15.6%	-4.7%	.
O=C(/C=C/Nc1cccc(C(F)(F)F)c1)c1ccc(Oc2ncccn2)cc1	-4.3	10.5%	?	-12.0%	-7.5%	-12.3%	.	-4.3

A draw from above in order of count of non-hydrogen atoms, low to high:
SMILES	IL-2 act	EPAC1 ag	EPAC1 antag	Abeta rescue	PLK1 PBD inh	WRN inhibitor	FUS yeast rescue	PI5P4Ka inh
COc1ccccc1NC(=S)NC(=O)C(C)(C)C	-2.6	-0.1%	3.4%	-13.2%	-11.8%	-15.6%	-4.7%	.
Cc1oc(C(C)(C)C)cc1C(=O)NCc1ccc2c(c1)OCO2	0.3	-1.0%	2.3%	-2.7%	-5.2%	-3.0%	6.3%	0.4
COc1cc(OC)cc(-c2nnc(SCc3cccc(C(=O)O)c3)o2)c1	1.8	9.5%	5.0%	9.6%	-12.8%	-4.7%	26.8%	.
O=C(/C=C/Nc1cccc(C(F)(F)F)c1)c1ccc(Oc2ncccn2)cc1	-4.3	10.5%	?	-12.0%	-7.5%	-12.3%	.	-4.3
COc1ccc(NS(=O)(=O)c2cccc(C(=O)NC3CCN(Cc4ccccc4)CC3)c2)cc1	-4.6	6.3%	-0.5%	7.0%	2.5%	3.4%	-8.6%	2.3

Screening data from PubChem BioAssay.
